D2 agonist – activates the human D2 dopamine receptor | P14416 | HEK293 T-REx D2 cells, calcium flux agonist mode | activation, % at 2 µM | 340,000 compounds, 0.53% hits | AID 485358;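 active means activation over 3 SD above normal in the single-dose calcium agonist read, cut at about 30% in these data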; further: 0% is about no effect
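Tetracycline-induced HEK293 T-REx cells with force-coupled D2 receptor, plated overnight at 30 C, loaded with no-wash calcium dye. After a 10 s baseline, compound was pin-added and calcium flux read kinetically for 180 s; calcium rises flagged agonists.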
TRHR enhancer – allosterically enhances the human TRH receptor. P34981. TRHR cells, fluo-8 calcium fluorescence, EC20 TRH enhancement. enhancement, % at 2 µM. 360,000 compounds, 0.66% hits; in the data active means enhancement above about 30%; further: 0% is about no effect
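TRHR-expressing cells loaded with fluo-8 calcium dye were read kinetically (ex 480/em 530) during compound addition, then stimulated with an EC20 of TRH (10 nM final). Enhancement of the Gq-mediated intracellular calcium response was scored.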
PI4K2A inh – blocks human PI4K2A kinase activity; purified PI4K2A, ADP-Glo luminescence, 1 h; hits give low values; activity change, negative = inhibition, % at 76.9 µM; 420,000 compounds, 0.13% hits; in the data active means activity change below about -50%; inconclusive means mostly about -30% to -49%;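 further: -100% = wells without enzyme as full effect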
Target sequence (Q9BTU6 whole entry, looked up): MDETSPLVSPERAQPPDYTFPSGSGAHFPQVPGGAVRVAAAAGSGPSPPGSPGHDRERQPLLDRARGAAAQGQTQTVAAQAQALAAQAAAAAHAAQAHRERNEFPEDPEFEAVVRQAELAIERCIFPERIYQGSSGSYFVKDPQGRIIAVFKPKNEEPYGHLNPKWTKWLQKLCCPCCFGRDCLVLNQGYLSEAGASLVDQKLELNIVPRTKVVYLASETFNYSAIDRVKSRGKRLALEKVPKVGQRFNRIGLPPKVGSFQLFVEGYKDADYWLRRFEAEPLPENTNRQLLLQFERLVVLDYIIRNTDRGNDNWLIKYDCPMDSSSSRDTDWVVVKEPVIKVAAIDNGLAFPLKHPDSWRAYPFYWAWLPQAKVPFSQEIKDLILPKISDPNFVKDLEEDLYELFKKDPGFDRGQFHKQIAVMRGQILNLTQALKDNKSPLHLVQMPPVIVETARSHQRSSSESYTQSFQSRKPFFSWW
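In this quantitative HTS, ADP production by PI4K2A was quantified luminescently after 1 h at ambient temperature; 100 microM adenosine served as plate-quality control.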
rTrxR1 inhibitor – inhibitors of rat thioredoxin reductase 1. recombinant rTrxR1, NADPH fluorescence consumption, selenite substrate. Potency, µM (doses to about 114 µM), without a hit: at the highest dose activity change, negative = inhibition, actives largely listed as inhibitors. 390,000 compounds, 1% hits; further: potency means the concentration at half of the fitted maximal effect; on the % scale 0 is the no-effect control and ±100 the full control effect; nearly all actives have a fitted effect of over 65% in size
Target sequence (O89049 whole entry, looked up): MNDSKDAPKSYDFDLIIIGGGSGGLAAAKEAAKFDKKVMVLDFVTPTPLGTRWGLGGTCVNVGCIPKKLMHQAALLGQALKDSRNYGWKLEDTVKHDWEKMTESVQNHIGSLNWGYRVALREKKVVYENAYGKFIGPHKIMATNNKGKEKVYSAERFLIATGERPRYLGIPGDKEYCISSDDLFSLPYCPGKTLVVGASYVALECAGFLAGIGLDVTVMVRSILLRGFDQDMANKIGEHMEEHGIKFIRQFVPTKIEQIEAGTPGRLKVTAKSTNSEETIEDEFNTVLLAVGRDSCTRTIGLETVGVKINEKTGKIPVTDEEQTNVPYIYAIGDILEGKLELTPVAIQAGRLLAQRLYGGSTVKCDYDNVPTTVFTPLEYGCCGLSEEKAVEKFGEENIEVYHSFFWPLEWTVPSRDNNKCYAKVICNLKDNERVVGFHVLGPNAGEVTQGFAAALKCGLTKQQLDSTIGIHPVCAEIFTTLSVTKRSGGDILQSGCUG
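Rat TrxR1 (90 nM in the dispensed reagent) was pre-reduced with 400 uM NADPH for 5 min at room temperature, then incubated with compound for 15 min. After 400 uM selenite was added, NADPH fluorescence (Ex 340/Em 450 nm) was followed for 8 min.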
IDH1 R132H inh – human IDH1 R132H inhibition; O75874; IDH1-R132H enzyme, NADPH consumption, diaphorase/resazurin fluorescence; Potency, µM (top dose mostly 76.6 µM), for the others: at the top dose activity change, negative = inhibition, actives largely listed as inhibitors; 390,000 compounds, 0.093% hits; further: potency means the concentration at half of the fitted maximal effect; on the % scale 0 is the no-effect control and ±100 the full control effect; nearly all actives have a fitted effect of over 65% in size
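IDH1-R132H (0.5 ug/mL dispensed) in pH 7.5 Tris buffer was preincubated 30 min with compound, then given a substrate mix of 0.016 mM NADPH and 2 mM alpha-KG for 80 min at room temperature; remaining NADPH was read by diaphorase/resazurin fluorescence.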
USP1 inh – blocks the human USP1/UAF1 deubiquitinase complex | O94782 | recombinant USP1/UAF1, Ub-Rhodamine cleavage fluorescence | Potency, µM (top dose mostly 57.1 µM), for inactives: at the top dose activity change, negative = inhibition, usual class: inhibitors | 390,000 compounds, 0.23% hits | AID 743255; further: potency means the concentration at half of the fitted maximal effect; on the % scale 0 is the no-effect control and ±100 the full control effect; nearly all actives have a fitted effect of over 60% in size; inactives centre near -12
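USP1/UAF1 complex (1 nM) preincubated 15 min at room temperature with compound, then Ub-Rho substrate (150 nM final) added. Kinetic fluorescence at 480/540 nm over 6 reads at 60 s intervals; 50 mM HEPES pH 7.8, 0.5 mM EDTA, 0.1 mg/ml BSA, 1 mM TCEP, 0.01% Tween-20.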
TrxR1 substrate – is turned over as a substrate by rat TrxR1; Potency, µM (titrated, usually from 114 µM), inactives show top-dose activity change, negative = substrate turnover; O89049; 390,000 compounds, 0.01% hits; AID 588456; purified TrxR1 substrate turnover, NADPH consumption readout; further: potency means the concentration at half of the fitted maximal effect; on the % scale 0 is the no-effect control and ±100 the full control effect; nearly all actives have a fitted effect of over 50% in size
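Rat TrxR1, dispensed at 90 nM, was prereduced with 400 uM NADPH (final) for 5 min at ~22 deg C, then incubated with compound 15 min before 400 uM selenite. A first-read NADPH fluorescence drop versus no-compound background flagged substrates.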
D2 antagonist – antagonizes the human D2 dopamine receptor | HEK293 TREx D2 cells, calcium flux, dopamine EC80 | inhibition, % at 10 µM | 340,000 compounds, 2% hits | AID 485344; in the data active means inhibition above about 30%; further: 0% is about no effect
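HEK293 T-REx D2 cells, tet-induced, calcium dye no-wash. Cpd pintool add, 180 s kinetic, then EC80 DA, 180 s kinetic. Ca flux read.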
TRHR ag – TRH receptor (human) agonism; TRHR cells, calcium flux fluo-8, FDSS agonist mode; AID 493084; activation, % at 2 µM; P34981; 360,000 compounds, 0.18% hits; in the data active means activation above about 30%; further: 0% is about no effect
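TRHR-expressing cells loaded with fluo-8 calcium dye; 23 nL library compound pin-transferred, kinetic FDSS fluorescence (Ex 480/Em 530) recorded about 180 s for agonist-induced calcium release, before a 10 nM TRH EC20 addition for potentiator mode.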
Starred values were filed as active, the others as inactive; ? = inconclusive; . = not tested or not shown; [ ] = dose if it differs, or a comment. Unless noted, the call rests on the fitted dose curve; in most records, active means well fitted inhibition curve with a large enough effect; inconclusive means small, poorly fitted or top-dose-only effect; inactive means no such curve, though single readings can be large or run the other way.

compound	D2 agonist	TRHR enhancer	PI4K2A inh	rTrxR1 inhibitor	IDH1 R132H inh	USP1 inh	TrxR1 substrate	D2 antagonist	TRHR ag
COc1ccc(F)cc1S(=O)(=O)NCC(c1ccco1)S(=O)(=O)c1ccc(F)cc1 (centres undefined)	3.4	-8	6	0.89µM*	-7%	-26%	-6%[57.1 µM]	.	4.4
COc1ccccc1NC(=O)CCC(=O)OCc1ccc(Br)cc1	-2.6	-5	5	15%	-8%	-13%	0%	4	-2.5
O=C(NCCc1ccc(Cl)cc1)c1ccc(CS(=O)(=O)Cc2ccc(F)cc2)o1	-0.6	-9	0	1%[57.1 µM]	-3%	5%	-5%[57.1 µM]	.	-0.5
Cc1ccc2c(c1)N(CC(=O)OCC(=O)NCc1ccccc1)C(=O)CO2	0.5	2	-1	29%	-5%	-12%	-1%	-8	2.0
CCNC(=O)/C(C#N)=C/c1c(N2CCN(c3ccc(OC)cc3)CC2)nc2c(C)cccn2c1=O	-2.1	-20	-1	12%	-7%	-20%	-5%	-15	-0.8
CC1C(C#N)=C(SCC(N)=O)NC2=C1C(=O)CC(C)(C)C2 (centres undefined)	0.7	10	-3	5%[57.1 µM]	5%	0%	23%	-9	0.3
Cc1[nH]nc(SCC(=O)NCc2ccc(F)cc2)c1[N+](=O)[O-]	.	-8	-2	4%[57.1 µM]	3%	-20%	7%	.	-0.9
CCCCn1c(Cc2ccccc2)nnc1SCC(=O)Nc1cc(C)on1	.	-3	6	8%[57.1 µM]	2%	-12%	7%[57.1 µM]	.	-0.4
COc1ccc(-c2[nH]ncc2CN2CCC(OCc3ccccn3)CC2)c(F)c1	-0.1	4	-2	10%	-4%	-19%	4%	0	0.0
Cc1ccccc1C(=O)N=c1c(C#N)cc2c(=O)n3cccc(C)c3nc2n1Cc1ccco1	1.1	-8	.	.	.	.	.	2	2.0
CCNC(=O)CSc1nc(-c2ccc(F)cc2)cs1	0.2	-2	3	-2%	14%	-9%	0%	-2	-0.3
CCCCn1cc(S(=O)(=O)c2ccc(Cl)cc2)c(=O)c2cc(F)c(N3CCCCC3)cc21	0.7	10	2	11%	0%	-1%	4%	.	0.4
CC1C/C(=C/c2cccs2)C(=O)/C(=C/c2cccs2)C1 (centres undefined)	3.4	-1	6	?	12%	-18%	-12%	4	3.3
CCOC(=O)C/C(C)=N/NC(=O)CNc1cccc(Cl)c1C	0.2	-5	0	-1%[57.1 µM]	3%	-9%	7%	24	0.9
O=C(NC1CCCC1)C(c1cccnc1)N(C(=O)c1ccco1)c1cccc(F)c1 (centres undefined)	3.2	4	-2	9%	9%	-18%	-1%	-8	-0.4
CC1Cc2cc(/C(O)=C3\C(=O)C(=O)N(CCN(C)C)C3c3ccccc3F)ccc2O1 (centres undefined)	0.7	-2	1	-28%	-1%	6%	-14%	0	0.8
O=C(COC(=O)c1cncc(Br)c1)NC1CC1	0.0	21	-2	2%[57.1 µM]	4%	-12%	0%[57.1 µM]	5	0.9
Cc1cc(C(=O)Cn2nc(C(=O)O)c3ccccc3c2=O)c(C)n1-c1ccc(OC(F)F)cc1	-0.5	0	0	-9%	-3%	-23%	-10%	-14	-0.3
COc1ccc(-c2nc(CS(=O)CC(=O)NCc3ccccc3OC)c(C)o2)cc1 (centres undefined)	-0.7	25	1	-12%	-11%	8%	-1%	.	-0.5
COc1ccc(NC(=O)NC2(C)CCS(=O)(=O)C2)cc1 (centres undefined)	1.1	1	0	17%	0%	-21%	5%	11	0.8
Cc1cc(C)c(NC(=O)CN2CCC(NC(=O)NC3CCCCC3)CC2)c(C)c1	0.3	23	.	.	.	.	.	15	0.6
O=C1CSC(c2ccc(F)c(F)c2)N1c1ccccc1F (centres undefined)	-2.5	-6	2	31%	-7%	-10%	5%	-4	-0.9
CS(=O)(=O)Nc1nnc(CCc2ccccc2)s1	1.6	3	-1	22%	10%	-27%	6%	-3	0.5
CCOc1ccccc1C(=O)N[C@H](C(=O)OCc1cc([N+](=O)[O-])cc2c1OCOC2)C(C)C	-0.1	-9	-2	0%	4%	-20%	-12%	9	1.1
C=CC[C@@H](CC(=O)N[C@@H](CO)Cc1ccccc1)C(=O)N[C@@H](C)COC(=O)[C@@H](CC=C)Cc1ccc(F)cc1	.	.	-1	20%[57.1 µM]	-7%	18%	5%[57.1 µM]	.	.
CCCCNC(=S)NNC(=O)C1=NN(c2cc(C)ccc2C)C(=O)CC1	-0.5	4	0	-29%	-3%	-9%	-17%	4	0.1
Cc1ccc(N2C(=O)N3[C@H](c4ccc(Cl)cc4)[C@@H]4C(=O)N(C5CCCCC5)C(=O)[C@@H]4[C@]3(Cc3ccccc3)C2=O)cc1	-0.6	-2	1	10%	-1%	-13%	-2%	3	1.1
CC(=O)N1CCc2cc(S(=O)(=O)CCC(=O)O)ccc21	0.7	-1	4	0%[57.1 µM]	6%	-14%	6%[57.1 µM]	0	0.2
Cn1nccc1C(=O)NC1CCCc2c1cnn2-c1ccc(C(C)(C)C)cc1 (centres undefined)	1.3	-2	0	0%	7%	-25%	-5%	13	0.8
Cc1nnc(SC(C)C(=O)Nc2ccc(S(=O)(=O)NC3CCCCC3)cc2)s1 (centres undefined)	-1.1	12	3	11%	2%	-23%	6%	61*	0.5

6 of these compounds, reformatted:
Screens in order: D2 agonist | TRHR enhancer | PI4K2A inh | rTrxR1 inhibitor | IDH1 R132H inh | USP1 inh | TrxR1 substrate | D2 antagonist | TRHR ag
- Cc1cc(C)c(NC(=O)CN2CCC(NC(=O)NC3CCCCC3)CC2)c(C)c1
  0.3 | 23 | . | . | . | . | . | 15 | 0.6
- O=C1CSC(c2ccc(F)c(F)c2)N1c1ccccc1F (centres undefined)
  -2.5 | -6 | 2 | 31% | -7% | -10% | 5% | -4 | -0.9
- CS(=O)(=O)Nc1nnc(CCc2ccccc2)s1
  1.6 | 3 | -1 | 22% | 10% | -27% | 6% | -3 | 0.5
- CCOc1ccccc1C(=O)N[C@H](C(=O)OCc1cc([N+](=O)[O-])cc2c1OCOC2)C(C)C
  -0.1 | -9 | -2 | 0% | 4% | -20% | -12% | 9 | 1.1
- C=CC[C@@H](CC(=O)N[C@@H](CO)Cc1ccccc1)C(=O)N[C@@H](C)COC(=O)[C@@H](CC=C)Cc1ccc(F)cc1
  . | . | -1 | 20%[57.1 µM] | -7% | 18% | 5%[57.1 µM] | . | .
- CCCCNC(=S)NNC(=O)C1=NN(c2cc(C)ccc2C)C(=O)CC1
  -0.5 | 4 | 0 | -29% | -3% | -9% | -17% | 4 | 0.1

Other entries:
| SMILES | D2 agonist | TRHR enhancer | PI4K2A inh | rTrxR1 inhibitor | IDH1 R132H inh | USP1 inh | TrxR1 substrate | D2 antagonist | TRHR ag |
| --- | --- | --- | --- | --- | --- | --- | --- | --- | --- |
| O=C(Cc1ccc(S(=O)(=O)N2CCOCC2)s1)N1CCN(c2cccc(C(F)(F)F)c2)CC1 | -1.4 | -2 | -1 | 25% | 0% | -22% | 1% | -10 | 0.0 |
| CCn1c(SCC(=O)N/N=C(\C)c2ccco2)nnc1-c1ccccc1 | -0.6 | 8 | 7 | 16% | 5% | -14% | 0% | 0 | -0.4 |
| CCSC1=NSC2=NC(=O)/C(=C\c3coc4ccccc4c3=O)C(=N)N12 | 100* | 52* | -8 | -34% | 2% | 22µM* | 0% | 12 | 179* |
| C/C(CC(=O)Nc1ccc(F)cc1F)=N\NC(=O)C(=O)N1CCCCC1 | 0.8 | 21 | . | . | . | . | . | 11 | 1.9 |
| CC1CCCCC1NC(=O)CNC(=O)c1ccco1 (centres undefined) | 0.2 | 15 | -7 | 2% | -3% | -7% | -7% | 4 | 0.7 |
| CC(C)Nc1ncnc2c1cnn2Cc1ccc(Cl)cc1 | 0.2 | 1 | -6 | 13% | -2% | -20% | 1% | -9 | 0.7 |
| Cc1cccc(C)c1N(CC(=O)NN=C1CCCCCC1)S(C)(=O)=O | -0.4 | -10 | -8 | 23% | 1% | -21% | 13% | -14 | -0.1 |
| COC(=O)c1ccc(NC(=O)CSc2nnc(COc3ccccc3)n2C)cc1 | -0.5 | 3 | -2 | 8%[57.1 µM] | 0% | -5% | 2%[57.1 µM] | 3 | -0.6 |
| N#Cc1ccsc1NC(=O)C1CC(=O)N(Cc2ccccc2)C1 (centres undefined) | -1.3 | -2 | -1 | 27% | -2% | -21% | 9% | 1 | 0.0 |
| COCC(=O)N1CCC(n2nnc3cc(F)ccc32)CC1 | -0.3 | 1 | 9 | -7% | 17% | -5% | 4% | -9 | 0.6 |
| Cn1ccnc1SCC(=O)Nc1cccc(O)c1 | 1.0 | 1 | 3 | 7% | 14% | 0% | 6%[57.1 µM] | -9 | 0.6 |
